PLK1 PBD inh: qHTS for Inhibitors of PLK1-PDB (polo-like kinase 1 - polo-box domain): Primary Screen; Serine/threonine-protein kinase PLK1 (Homo sapiens), P53350; Plk1 PBD binding of FITC phosphopeptide, fluorescence polarization; Potency, µM, inactives show max response, negative = inhibition, actives largely listed as inhibitors; hit rate 2.8% among 360,000; note: potency is the fitted concentration of half-maximal effect; series mostly up to about 57 µM; % is set by controls: 0 for no effect and ±100 for the full control effect; nearly all actives have a fitted effect of over 65% in size
Target sequence (P53350 whole entry, looked up, the tested form may be a part): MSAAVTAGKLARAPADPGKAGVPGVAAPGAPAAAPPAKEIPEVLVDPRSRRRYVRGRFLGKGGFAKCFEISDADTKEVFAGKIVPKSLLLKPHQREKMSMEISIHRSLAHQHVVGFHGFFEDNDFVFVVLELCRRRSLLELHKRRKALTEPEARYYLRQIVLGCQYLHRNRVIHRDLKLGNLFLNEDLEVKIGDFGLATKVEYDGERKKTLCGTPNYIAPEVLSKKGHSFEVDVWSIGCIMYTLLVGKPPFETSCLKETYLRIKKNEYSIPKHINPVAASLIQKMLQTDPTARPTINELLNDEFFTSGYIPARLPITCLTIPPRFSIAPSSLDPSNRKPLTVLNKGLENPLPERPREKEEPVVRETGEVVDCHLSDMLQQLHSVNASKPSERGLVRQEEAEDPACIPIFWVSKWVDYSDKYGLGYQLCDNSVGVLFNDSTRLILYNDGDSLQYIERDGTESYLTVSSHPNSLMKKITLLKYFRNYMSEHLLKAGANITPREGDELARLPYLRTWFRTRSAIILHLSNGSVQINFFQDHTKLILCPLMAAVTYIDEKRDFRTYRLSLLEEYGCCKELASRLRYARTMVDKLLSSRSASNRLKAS
DRD3 antagonist: qHTS of D3 Dopamine Receptor Antagonist: qHTS; D(3) dopamine receptor (Homo sapiens), P35462; D3R cells, DiscoveRx beta-arrestin luminescence, antagonist mode; active compounds read low; max response, negative = inhibition, %; hit rate 2.5% among 360,000; AID 652054, 2013; in the data active = max response below about -50%; inconclusive = no clear call, values can overlap the other calls; note: % is set by controls: 0 for no effect and ±100 for the full control effect; mostly tested at two doses, the higher about 12 µM
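Cells expressing the human receptor were seeded at 1500 cells/well, incubated overnight at 37 degrees C in 5% CO2, then exposed to library compounds with dopamine controls for 90 minutes at 37 degrees C before luminescent detection.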
IL2 activator: qHTS of IL-2 Activators | IL-2 activation reporter assay, cell-based qHTS; stimulated with anti-CD3/CD4/CD28 beads; in transgenic mouse T cells | activation, % (series mostly up to about 46 µM) | hit rate 0.065% among 360,000; in the data active = activation above about 50%; inconclusive = mostly about 30% to 49%; note: 0% is about no effect
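First, unstimulated transgenic mouse T cells were exposed to compound for 60 min. Next, anti-CD3/anti-CD4-coated beads with anti-CD28 were added. Finally, after 18 h at 37 degrees C, EGFP and DsRed were imaged.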
WRN inhibitor: qHTS for Inhibitors of WRN Helicase | Bifunctional 3'-5' exonuclease/ATP-dependent helicase WRN (Homo sapiens), Q14191 | Potency, µM (highest dose often 114 µM), for the others: top-dose activity change, negative = inhibition, hits mostly inhibitors | AID 651768, 2012 | hit rate 0.46% among 360,000 | WRN helicase unwinding, fluorescent forked duplex, kinetic; note: potency is the fitted concentration of half-maximal effect; % is set by controls: 0 for no effect and ±100 for the full control effect; nearly all actives have a fitted effect of over 55% in size
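Fluorescence dequenching readout, ex 525 nm/em 598 nm, kinetic mode: forked duplex DNA (100 nM final) with adjacent fluorophore and quencher unwound by WRN (20 nM final) with 2 mM ATP. Compound preincubation 15 min, room temperature.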
GLP-1R inv ag: qHTS of GLP-1 Receptor Inverse Agonists (Inhibition Mode); Glucagon-like peptide 1 receptor (Homo sapiens), P43220; HEK293 GLP-1R CRE-luciferase, luminescence, 24 h; GLP-1R form is constitutively active; Potency, µM (highest dose often 38.3 µM), without a hit: at the highest dose activity change, negative = inhibition, usual class: inhibitors; hit rate 1.6% among 410,000; AID 624417, 2012; note: potency is the fitted concentration of half-maximal effect; % is set by controls: 0 for no effect and ±100 for the full control effect; nearly all actives have a fitted effect of over 55% in size
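Using stably transfected HEK293 (constitutively active GLP-1R, cAMP-luciferase reporter), compounds were incubated 24 hr and luciferase measured by luminescence.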
GLP1R ag: qHTS of GLP-1 Receptor Agonists; Glucagon-like peptide 1 receptor (Homo sapiens), P43220; HEK293 GLP-1R CRE-luciferase, luminescence, 4-6 h; cells express a hypersensitive GLP-1R form; Potency, µM (doses to about 45.6 µM), inactives show at the top dose activation, hits mostly activators; hit rate 0.007% among 380,000; note: potency is the fitted concentration of half-maximal effect; % of control where 0% means no effect
GLP1R cytotox: qHTS of GLP-1 Receptor Inverse Agonists: Cytotox Screen; Potency, µM (highest dose often 38.3 µM), for inactives: top-dose activity change, negative = inhibition, actives largely listed as inhibitors; hit rate 0.13% among 410,000; AID 624418, 2012; HEK293 cAMP-luciferase reporter cells, luminescence, 24 h;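 note: loss of luciferase light is scored as toxicity; potency is the fitted concentration of half-maximal effect; % is set by controls: 0 for no effect and ±100 for the full control effect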
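Cells in DMEM/10% Nu serum/1% pen-strep, 1536-well format. Pre-incubated 12 h, dosed with 23 nL compound, incubated a further 24 h. Luciferase detection, 12 min at room temp, luminescence.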
PI5P4Ka inh: qHTS for Inhibitors of phosphatidylinositol 5-phosphate 4-kinase (PI5P4K); max response, %; Phosphatidylinositol 5-phosphate 4-kinase type-2 alpha (Homo sapiens), P48426; PI5P4Kalpha enzyme, ADP-Glo luminescence, 60 min; active compounds read low; hit rate 1.2% among 330,000; active = max response of -50% or lower; inconclusive = between -30% and -50%; inactive = -30% or higher; note: value at the top dose of about 77 µM; % is set by controls: 0 for no effect and ±100 for the full control effect
Target sequence (P48426 whole entry, looked up): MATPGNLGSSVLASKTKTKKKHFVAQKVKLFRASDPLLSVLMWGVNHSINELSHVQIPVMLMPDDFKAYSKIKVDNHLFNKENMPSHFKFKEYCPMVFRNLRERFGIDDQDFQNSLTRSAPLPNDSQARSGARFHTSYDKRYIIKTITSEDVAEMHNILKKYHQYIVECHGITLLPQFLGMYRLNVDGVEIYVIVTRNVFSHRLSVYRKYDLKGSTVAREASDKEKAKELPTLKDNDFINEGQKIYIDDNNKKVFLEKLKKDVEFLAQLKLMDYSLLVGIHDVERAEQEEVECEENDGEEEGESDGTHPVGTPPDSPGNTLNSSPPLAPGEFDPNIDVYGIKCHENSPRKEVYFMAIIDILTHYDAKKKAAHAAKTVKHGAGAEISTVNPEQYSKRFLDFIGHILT
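PI5P4Kalpha ADP-Glo assay; 5 microM ATP final; 60 min RT reaction; HEPES pH 7.4/EGTA/CHAPS, 5% DMSO; controls lacking substrate or enzyme; luminescent end-point.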
D3 ag: qHTS of D3 Dopamine Receptor Agonist: qHTS | D(3) dopamine receptor (Homo sapiens), P35462 | D3R DiscoveRx beta-arrestin cells, luminescence, 90 min | max activation, % | hit rate 0.58% among 410,000 | AID 652048, 2013; in the data active = max activation above about 30%; note: 0% is about no effect; mostly tested at two doses, the higher about 12 µM
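Cells at 1500/well, incubated overnight, then treated with pinned compounds (dopamine as control) for 90 min at 37 degrees C. DiscoveRx reagent added for 30 - 60 minutes at room temperature; luminescence read.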
* marks the source's active call; other numbers are inactive results; u = inconclusive; x = no result given; [ ] = dose if it differs, or a comment. Unless noted, calls come from the whole dose curve; as a rule, active = well fitted curve in the direction sought with a large enough effect; inconclusive = small, poorly fitted or top-dose-only effect, or another doubt; inactive = no such curve, though single readings can be large; an effect the other way counts as inactive or inconclusive.

Structure	PLK1 PBD inh	DRD3 antagonist	IL2 activator	WRN inhibitor	GLP-1R inv ag	GLP1R ag	GLP1R cytotox	PI5P4Ka inh	D3 ag
S=C(c1ccc(-c2ccc(Br)cc2)o1)N1CCOCC1	u	-25.3	-4.6	-9.1%	u	18.7%	1.8%	-1.0	-13.7
C=CCn1c(C)cc(C(=O)CSc2nnc3n(CCC)c(=O)c4ccccc4n23)c1C	-5.3%	11.4	3.9	-0.3%	-2.6%	12.2%	16.0%	-14.0	5.0
CS(=O)(=O)N(CC(=O)NC1CC1)C1CCCCC1	3.2%	5.4	-3.2	1.6%	16.4%	-0.6%	-3.3%	-0.4	0.1
CCCc1c(C(=O)Nc2cc(C(C)(C)C)on2)cnn1-c1ccccc1	0.8%	-9.5	-0.9	8.5%	u	-5.6%	1.5%	1.3	4.0
COc1ccc(S(=O)(=O)N2CCCC(C(=O)N3CCOCC3)C2)cc1C (centres undefined)	-11.2%	-17.0	-2.4	4.9%	-17.7%	2.3%	4.3%	1.9	-0.6
O=C(C[C@@H]1CC[C@@H]2[C@H](COC[C@H](O)CN2CCC(F)(F)F)O1)NCc1ccc2c(c1)OCO2	-5.4%	0.4	3.4	3.0%	10.4%	x	2.5%	-2.2	5.5
CSc1ncccc1C(=O)OCC(=O)c1ccc(Br)s1	18.9µM*	3.0	-0.6	7.9%	17.9%	-4.4%	2.2%	-9.4	-4.7
CN1CCc2c(c3c(n2C)CCN(C)[C@@H]3c2cccnc2)[C@H]1c1cccnc1	-3.1%	24.2	-0.5	-0.3%	9.2%	-3.5%	-0.9%	-3.2	2.5
O=C1CC(c2ccc(F)cc2)CC2=C1C=Nc1ccccc1N2 (centres undefined)	-2.1%	7.2	-0.8	-3.6%	u	10.2%	-17.8%	-2.4	-0.1
O=C(NCCCN1CCCC1=O)C1CCC(CNS(=O)(=O)c2ccc(Cl)cc2)CC1 (centres undefined)	-5.6%	-0.3	0.3	2.1%	8.5%	-1.7%	0.6%	8.1	1.4
CC12C(=O)N(c3nccs3)C(=O)C1(C)C1CCC2O1 (centres undefined)	-4.1%	-11.9	-0.3	-20.4%	u	3.4%	u	-10.1	-5.7
COC(=O)C1=C(C)NC(C)=C(C(=O)OC)C1C1CC=CCC1 (centres undefined)	0.8%	-0.3	-2.7	-12.8%	u	13.2%	-20.3%	9.3	4.6
CCn1cc(C(=O)NCCCOC(C)C)c(=O)c2cc(S(=O)(=O)N(C)C3CCCCC3)ccc21	x	x	x	x	-26.3%	0.3%	-10.2%	x	7.6
O=C1C=C(NCCNc2c(F)c(F)c(CO)c(F)c2F)CCC1	-10.1%	29.0	0.7	15.9%	1.4%	0.0%	-13.7%	5.3	-11.4
Cc1cc(C(=O)COC(=O)c2ccc(O)cc2)c(C)n1-c1ccccc1F	0.4%	-13.1	-1.0	-5.6%	10µM*	2.8%	-11.3%	7.8	-8.3
O=C1CC2(CCN(C(=O)c3ccccc3Br)CC2)Oc2ccccc21	-7.0%	-21.5	-4.7	2.4%	u	-1.1%	22.9%	-9.1	-11.1
Nc1ccc2c(c1)Cc1c(F)cccc1-2	8.0%	-12.9	-0.3	-0.3%	-4.6%	12.0%	12.3%	24.1	-7.5
CCOC(=O)c1c(NC(=O)CSc2nc3c(c(=O)n(C)c(=O)n3C)n2C(C)C)sc(C)c1C	1.0%	6.8	-1.3	-6.6%	-8.6%	5.4%	-12.0%	x	0.0
Fc1ccc(C2C3=C(Nc4ncnn42)c2ccccc2OC3c2ccncc2)cc1 (centres undefined)	-2.9%	3.8	-0.8	-8.6%[57.1 µM]	u	1.9%	-14.9%	-2.1	-3.6
C=CCN1C(=O)N(c2ccc(Cl)cc2)C(=O)C1CC(=O)Nc1ccc(F)cc1 (centres undefined)	1.5%	-18.3	1.2	1.0%	u	-6.1%	-3.3%	-3.0	1.7
CCOc1cc(C(=O)OC(C)C(=O)Nc2ncc(Cl)cc2Cl)ccc1OCC(=O)N1CCOCC1 (centres undefined)	-11.7%	-4.6	1.4	3.1%	11.0%	9.3%	16.9%	-10.2	-0.9
Cc1cccc(CS(=O)(=O)c2ncc(CO)n2C)c1	-9.3%	12.6	2.2	-0.1%	-10.3%	-0.9%	-3.5%	5.6	-0.8
Cn1cc(/C=C(\NC(=O)c2ccccc2)C(=O)NCCCn2ccnc2)c2ccccc21	-5.2%	-19.1	-0.9	7.2%	-21.9%	-2.0%	-11.5%	0.0	-12.5
O=[N+]([O-])c1ccc(Cn2cc(-c3cccc(C(F)(F)F)c3)nn2)cc1	-13.9%	-9.3	-0.2	-5.4%	u	17.3%	10.7%	14.3	-12.6
Cc1noc(C)c1CN(C(=S)NC(C)C)c1ccccc1	-9.6%	-7.9	-2.3	0.9%	6.0%	5.0%	5.3%	2.5	-7.4
Cc1ccc(-c2csc(N=C(N)N)n2)cc1	-19.5%	3.7	-3.5	-13.0%	31.5%	7.4%	-0.1%	-4.0	-9.2
CC(NC(=O)c1ccc([N+](=O)[O-])o1)C12CC3CC(CC(C3)C1)C2 (centres undefined)	-14.5%	-19.1	0.1	-0.3%	8.5%	7.8%	-3.9%	-10.9	-6.7
CCCC(=O)Nc1nn(CCC)c2nc3ccccc3cc12	-6.7%	-4.3	-1.0	-15.4%	3.6%	25.6%	157.1%[activator]	x	-6.7
c1ccc2c(c1)oc1c(NCCCN3CCOCC3)ncnc12	-4.3%	-19.6	-0.1	0.2%	24.2%	-0.6%	-11.4%	-5.6	-10.5
O=C(Nc1ccc(N2CCCC2)cc1)c1cccc(F)c1	-11.2%	u	-3.6	12.4%	0.0%	-7.0%	-16.9%	x	1.1
Cc1cc(C)c(S(=O)(=O)Cc2ccccc2)c(OC(C)C)n1	-5.7%	-0.9	-2.9	3.3%[57.1 µM]	u	12.8%	-3.7%	5.4	0.0
O=C(Nc1nnc(SCc2ccc(F)cc2)s1)C1=COCCO1	-11.4%	8.2	0.0	0.1%	-7.6%	7.6%	-28.7%	-1.1	11.1
O=C(NCCCNC(=O)c1ccc(Cl)cc1Cl)c1cnccn1	-1.2%	2.9	-1.1	0.1%	10.6%	2.0%	-2.4%	-0.1	14.4
CN(C)c1cc2c(c(N(C)C)c1)C(=O)c1ccccc1C2=O	-7.4%	-18.9	-2.2	-16.7%	-0.4%	16.4%	u	1.7	-1.0
CCOC(=O)N1CCN(C(=O)c2cc3cc(F)ccc3[nH]2)CC1	2.0%	-3.1	-6.6	-1.1%	15.8%	0.2%	-8.6%	-9.0	-14.7
Cc1cccc(C)c1OCc1cc(C(=O)N2CCC[C@H]2C(N)=O)no1	-1.2%	6.5	-2.7	3.4%	-0.5%	-7.6%	-1.0%	-0.5	-5.6
OCC1CCCN(C2CCN(Cc3nc(Cc4cccc(C(F)(F)F)c4)no3)CC2)C1 (centres undefined)	11.3%	14.5	1.3	3.4%	u	-6.1%	-13.1%	-1.8	30.1*
Cc1cccc(C)c1NC(=O)CN	5.5%	-2.2	-0.2	4.9%	-2.1%	-0.1%	-6.3%	-6.1	-0.5
COc1ccc(NC(=O)CSCC(=O)Nc2ccc(C)c(S(=O)(=O)N3CCCCCC3)c2)cc1	2.0%	7.0	-4.0	-7.8%	u	0.2%	14.7%	6.6	-0.6
CC(/C=C/c1ccccc1F)=N\NC(=O)c1cccc(F)c1	-11.3%	-24.3	-0.8	11.2%	-19.8%	4.7%	-6.1%	-18.1	-2.5
CCOc1ccc(C=NN2CCCCCC2)cc1OCC	-3.1%	5.0	-0.4	1.2%	u	20.3%	-6.0%	2.8	2.5
COc1cc(CNCCc2ccccc2)ccc1OCC(N)=O	-7.8%	-10.1	-1.6	-28.4%[57.1 µM]	6.0%	-6.2%	5.8%	-6.6	0.7
COC(=O)c1sccc1NC(=O)Nc1cc(C)cc(C)c1	-7.3%	14.9	-1.8	-8.3%	-2.4%	17.1%	-6.7%	8.6	4.8
CC(C)(C)C(=O)NC(=S)Nc1ccc(Cl)c(C(=O)O)c1	5.3%	4.4	-1.9	1.2%	-9.9%	3.6%	-8.4%	1.2	9.7
O=C(CSc1ccc2nnc(-c3cccnc3)n2n1)NCc1ccco1	-4.6%	-24.9	-2.5	-8.6%	-22.0%	5.6%	2.7%	-8.0	-1.4
Cc1cccc(NC(=O)c2ccc(Cl)nc2)n1	-2.6%	8.3	2.7	5.8%	13.9%	4.7%	-6.7%	-0.6	7.1
COc1ccc(OC)c(CN2C(=O)CN(S(C)(=O)=O)CC2(C)C(=O)Nc2c(C)cccc2C)c1 (centres undefined)	3.2%	0.5	0.0	-2.0%	5.4%	x	-15.1%	-0.5	-4.1
c1cc2c3c(cccc3c1)C(N1CCOCC1)=N2	-17.4%	10.1	2.0	-1.5%	9.5%	11.5%	2.1%	2.0	14.5
CCOC(=O)CNC(=S)N(CCCN1CCN(C)CC1)Cc1cccs1	-21.0%	-27.9	2.2	3.0%	-10.1%	-2.4%	5.4%	1.8	-1.2
C/C(=N\NC(=O)c1ccc(Cn2cc(Br)cn2)o1)c1cccc(NC(=O)C(C)(C)C)c1	-8.9%	38.2	-0.2	2.9%	14.3%	11.6%	4.6%	-11.6	18.2
CCCn1c(C)cc(C(=O)CSc2nc3nc(C)cc(C)n3n2)c1C	-11.9%	-6.0	-1.3	1.2%	32.5%[activator]	16.6%	15.0%	-1.9	14.5
Cc1cccc(C(=O)NCC(=O)N2CCN(S(=O)(=O)c3ccc4c(c3)OCCO4)CC2)c1	7.4%	-9.7	0.0	-0.3%	2.9%	6.4%	-1.3%	1.8	-8.4

Bioassay records as filed in PubChem.
